Source: PubChem BioAssay (National Center for Advancing Translational Sciences (NCATS))
MmCpn inh: blocks the Methanococcus maripaludis chaperonin Mm-Cpn | purified Mm-Cpn ATPase, ADP Transcreener TR-FRET | Potency, µM (series often up to 76.9 µM), without a hit: at the highest dose activity, negative = inhibition, actives largely listed as inhibitors | hit rate 0.031% among 330,000; further: potency means the concentration at half of the fitted maximal effect; on the % scale 0 is the no-effect control and ±100 the full control effect; nearly all actives have a fitted effect of over 80% in size
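Purified archaeal Mm-CPN (25nM final) preincubated 10 min at 37degC with compound, then 10uM ATP for 30 min at 37degC; ADP measured by HTRF Transcreener TR-FRET; buffer 30 mM TRIS pH 7.4, 100mM KCl, 5mM MgCl2, 1mM DTT.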
PI5P4Ka inh: PI5P4K alpha (human) kinase inhibition | AID 652105 | hit rate 1.2% among 330,000 | P48426 | PI5P4Kalpha enzyme, ADP-Glo luminescence, 60 min; active compounds read low | max response, %; active means max response of -50% or lower; inconclusive means between -30% and -50%; inactive means -30% or higher; further: value at the top dose of about 77 µM; on the % scale 0 is the no-effect control and ±100 the full control effect
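Reactions run in 0.038 M HEPES pH 7.4, 0.28 mM EGTA, 0.1% CHAPS and 5% DMSO, with PI5P4Kalpha, substrate, compound and 5 microM ATP final, one hour at room temperature. Readout is ADP-Glo luminescence.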
CCT modulator: cytosolic chaperonin activity modulation; purified chaperonin ATPase assay, HTRF ADP detection, 30 min; activity change, % (concentration not given with the values), hits read low; hit rate 0.3% among 360,000; AID 651819; in the data active means activity change below about -30%; further: on the % scale 0 is the no-effect control and ±100 the full control effect
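TRiC (40 or 20 nM final, by batch activity) in 30 mM Tris pH 7.4, 100 mM KCl, 5 mM MgCl2, 1 mM DTT was treated with compound at 76 uM single dose, then 10 uM ATP, 30 min at 37 °C. ADP was read by HTRF Transcreener.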
EPAC2 antag: antagonists of human EPAC2; AID 720708; hit rate 0.18% among 360,000; EPAC2 GEF exchange of Rap1B-BODIPY-GDP, fluorescence; Q8WZA2; Potency, µM (series often up to 114 µM), without a hit: at the top dose activity, negative = inhibition, actives largely listed as inhibitors; further: potency means the concentration at half of the fitted maximal effect; on the % scale 0 is the no-effect control and ±100 the full control effect; nearly all actives have a fitted effect of over 45% in size; many of its hits are not listed in these tables
EPAC1 antag: antagonists of human EPAC1; O95398; EPAC1 GEF assay, Rap1b-BODIPY-GDP exchange fluorescence; Potency, µM (titrated, usually from 115 µM), inactives show at the top dose activity change, negative = inhibition, hits mostly inhibitors; hit rate 0.14% among 360,000; AID 720709;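 further: potency means the concentration at half of the fitted maximal effect; plate controls were vehicle for no effect and positive control for full effect; nearly all actives have a fitted effect of over 50% in size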
PLK1 PBD inh: blocks phosphopeptide binding to human PLK1 polo-box domain; P53350; AID 720504; hit rate 2.8% among 360,000; Plk1 PBD binding of FITC phosphopeptide, fluorescence polarization; Potency, µM, inactives show max response, negative = inhibition, hits mostly inhibitors; further: potency means the concentration at half of the fitted maximal effect; series mostly up to about 57 µM; on the % scale 0 is the no-effect control and ±100 the full control effect; nearly all actives have a fitted effect of over 65% in size
EPAC1 ag: agonists of human EPAC1; O95398; EPAC1 agonist qHTS, biochemical assay; response scale: 100% = response to 6.5 mM cAMP; Potency, µM (series often up to 154 µM), inactives show top-dose activation, actives largely listed as activators; hit rate 0.073% among 360,000; AID 720707; further: potency means the concentration at half of the fitted maximal effect; nearly all actives have a fitted effect of over 60% in size
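Nucleotide exchange by EPAC1 (100 nM) on Rap1B–BODIPY-GDP (250 nM) in the presence of 50 uM GDP is tracked fluorescently at 480/540 nm over 30 min. Signals are normalized to a 6.5 mM cAMP control.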
WRN inhibitor: inhibitors of human WRN helicase; Q14191; WRN helicase unwinding, fluorescent forked duplex, kinetic; Potency, µM (series often up to 114 µM), without a hit: at the top dose activity change, negative = inhibition, most hits filed as inhibitors; hit rate 0.46% among 360,000; AID 651768; further: potency means the concentration at half of the fitted maximal effect; on the % scale 0 is the no-effect control and ±100 the full control effect; nearly all actives have a fitted effect of over 55% in size
Target sequence (Q14191 whole entry, looked up): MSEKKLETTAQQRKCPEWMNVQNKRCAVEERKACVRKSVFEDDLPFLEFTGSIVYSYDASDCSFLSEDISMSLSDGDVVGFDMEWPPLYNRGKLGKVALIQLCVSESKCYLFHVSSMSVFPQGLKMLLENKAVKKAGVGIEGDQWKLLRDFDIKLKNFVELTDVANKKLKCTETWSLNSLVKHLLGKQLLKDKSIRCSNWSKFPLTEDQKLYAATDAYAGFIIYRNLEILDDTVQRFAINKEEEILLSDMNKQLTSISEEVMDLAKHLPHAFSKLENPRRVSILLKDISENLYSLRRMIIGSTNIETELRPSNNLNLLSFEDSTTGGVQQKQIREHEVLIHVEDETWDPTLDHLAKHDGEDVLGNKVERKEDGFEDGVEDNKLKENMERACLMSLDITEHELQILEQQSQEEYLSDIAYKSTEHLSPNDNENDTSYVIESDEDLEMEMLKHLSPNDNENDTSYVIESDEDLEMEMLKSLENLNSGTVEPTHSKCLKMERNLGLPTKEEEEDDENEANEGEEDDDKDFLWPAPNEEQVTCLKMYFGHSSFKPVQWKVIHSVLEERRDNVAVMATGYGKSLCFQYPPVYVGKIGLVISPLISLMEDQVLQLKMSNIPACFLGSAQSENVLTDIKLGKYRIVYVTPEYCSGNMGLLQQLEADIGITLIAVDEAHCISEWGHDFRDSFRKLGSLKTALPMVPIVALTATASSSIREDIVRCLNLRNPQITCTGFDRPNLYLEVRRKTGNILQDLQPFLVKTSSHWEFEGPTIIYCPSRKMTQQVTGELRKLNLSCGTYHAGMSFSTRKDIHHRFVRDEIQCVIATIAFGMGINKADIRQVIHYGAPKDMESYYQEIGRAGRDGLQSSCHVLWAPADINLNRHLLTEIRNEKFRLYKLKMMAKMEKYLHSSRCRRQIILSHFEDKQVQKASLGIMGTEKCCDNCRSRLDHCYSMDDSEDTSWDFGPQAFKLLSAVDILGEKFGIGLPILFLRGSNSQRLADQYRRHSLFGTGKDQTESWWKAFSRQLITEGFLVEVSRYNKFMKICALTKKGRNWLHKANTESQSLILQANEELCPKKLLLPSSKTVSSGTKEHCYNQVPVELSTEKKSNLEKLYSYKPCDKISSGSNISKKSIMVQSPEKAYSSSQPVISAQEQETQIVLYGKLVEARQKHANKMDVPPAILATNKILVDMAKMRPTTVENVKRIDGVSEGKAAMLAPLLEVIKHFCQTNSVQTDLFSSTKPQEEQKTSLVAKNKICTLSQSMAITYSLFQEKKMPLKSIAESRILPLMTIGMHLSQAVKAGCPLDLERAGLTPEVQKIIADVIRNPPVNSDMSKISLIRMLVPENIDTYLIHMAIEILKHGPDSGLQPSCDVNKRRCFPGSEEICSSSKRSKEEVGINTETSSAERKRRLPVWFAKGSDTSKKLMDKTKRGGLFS
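Fluorescence dequenching readout, ex 525 nm/em 598 nm, kinetic mode: forked duplex DNA (100 nM final) with adjacent fluorophore and quencher unwound by WRN (20 nM final) with 2 mM ATP. Compound preincubation 15 min, room temperature.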
* hit, by the source's call; ? = inconclusive; . = no result given; [ ] = another dose, or the depositor's remark. Unless noted, the call rests on the fitted dose curve; in most records, active means well fitted curve in the direction sought with a large enough effect; inconclusive means small, poorly fitted or top-dose-only effect, or another doubt; inactive means no such curve, though single readings can be large; an effect the other way counts as inactive or inconclusive.

Results follow in this order: MmCpn inh	PI5P4Ka inh	CCT modulator	EPAC2 antag	EPAC1 antag	PLK1 PBD inh	EPAC1 ag	WRN inhibitor
- CCOC(=O)c1sc(N)c(C(=O)OCC)c1COC(=O)C1CC(=O)N(Cc2ccco2)C1 (configuration not stated)
→ 0%	-4	-0.8	1%	-5%	-11%	-6%	-32%[57.1 µM]
- CCCCN1CCC(=O)C(C(=O)OCC)=C1C(=O)OCC
→ .	2	-1.7	15%	-17%	-5%	-19%	5%
- CCN(C(=O)CSc1nnc2nc(C)cc(C)n12)c1ccccc1
→ 0%	2	-2.2	-5%	-15%	-2%	1%	7%
- CC(C)COc1ccc(C(=O)NNC(=O)CCC(=O)c2cccs2)cc1
→ -1%	4	-2.2	5%	-11%	-5%	4%	0%
- O=C(O)c1c(-c2ccccc2)nnc2ccccc12
→ -1%	0	-2.6	-1%	3%	-10%	1%	-3%[57.1 µM]
- CC(C)[C@@H](C(=O)OCC(=O)Nc1ccc2c(c1)OCO2)N1C(=O)c2ccccc2C1=O
→ -1%	1	1.0	-4%	-9%	-5%	0%	-5%
- COCCN(C(=O)c1snc(C(N)=O)c1N)C(C(=O)NC1CCCC1)c1cc(OC)c(OC)c(OC)c1 (configuration not stated)
→ -3%	-6	2.4	2%	-12%	0%	7%	-4%
- CN(C(=O)c1ccccc1Br)C1CCS(=O)(=O)C1 (configuration not stated)
→ -4%	1	0.4	-4%	-8%	1%	7%	-11%
- COc1cc(C2c3c([nH]c(=O)[nH]c3=O)Nc3ccc4ccccc4c32)cc(OC)c1OC (configuration not stated)
→ 1%	-21	-4.5	3%	-22%	?	?	20µM*
- Cc1c(NC(=O)Nc2cccc(C(F)(F)F)c2)c(=O)n(-c2ccccc2)n1C
→ -2%	7	-0.9	9%	-22%	0%	-7%	3%
- O=C1COc2ccc(C(=O)c3ccccc3)cc2CN1
→ -2%	.	-1.4	2%	9%	-6%	7%	0%
- Cc1cc(Cl)ccc1C(=O)C1CCCN(C(=O)c2cccnc2C)C1 (configuration not stated)
→ -2%	-1	-0.7	2%	?	-11%	-1%	9%
- O=C(COC(=O)C1CC(=O)N(Cc2ccccc2)C1)c1ccc(F)cc1 (configuration not stated)
→ 1%	6	2.1	16%	2%	-7%	-6%	0%
- COc1cc(NC(=O)c2cnc(NCc3ccccc3)nc2C)cc(OC)c1OC
→ -1%	5	-1.6	1%	-1%	-5%	1%	9%
- c1csc(-c2cnc3n2CCCC3)c1
→ 0%	-7	-4.6	3%	3%	?	4%	2%
- Cc1cc(C(=O)COC(=O)c2ccc([N+](=O)[O-])o2)c(C)n1CC1CCCO1 (configuration not stated)
→ -1%	-6	-3.4	6%	9%	-7%	6%	7%
- Cc1c(NC(=O)CSC(=S)N2CCCC2)c(=O)n(-c2ccccc2)n1C
→ 3%	4	-0.7	6%	3%	-5%	6%	11%
- COc1cccc(NC(=O)CN(C)C(=O)c2cc(-c3ccccc3)nc3ccccc23)c1
→ -5%	-3	-1.4	-7%	-24%	-1%	14%	-5%
- Cc1ccc(S(=O)(=O)NCCSc2nnc(N)s2)cc1
→ 1%	1	-3.1	4%	4%	-4%	0%	-13%
- COC(=O)c1c(NC(=O)c2c(-c3ccccc3Cl)noc2C)sc2c1CCC2
→ -5%	-2	-0.5	-5%	-17%	-22%	5%	-12%
- CCCCC(C(=O)NC(C)c1ccccc1)C(=O)NC(C)c1ccccc1 (configuration not stated)
→ -5%	-4	-1.2	-4%	-6%	-10%	-1%	-1%
- COc1cc(C2Sc3ccccc3NC3=C2C(=O)OC3)cc(OC)c1OC (configuration not stated)
→ 1%	.	-3.8	1%	0%	-7%	13%	6%
- COc1ccc(C(=O)N/C(=C\c2cccc([N+](=O)[O-])c2)C(=O)Nc2cccc(C(=O)O)c2)cc1
→ -2%	-4	-3.0	-4%	-4%	-3%	3%	-10%[57.1 µM]
- COCCCNC(=O)c1ccc([N+](=O)[O-])cc1
→ 3%	2	-1.9	14%	-3%	-1%	-2%	-1%
- CCCCOc1ccc(C2NC(=O)NC(C)=C2C(C)=O)cc1OCC (configuration not stated)
→ 1%	-8	-0.5	-8%[57.1 µM]	9%	-11%	-2%	6%
- CCN(CCO)C(=S)Nc1cc(S(=O)(=O)N(C)C)ccc1C
→ -1%	-4	-0.9	7%	4%	-5%	-1%	2%
- O=C(Nc1ccc2c(c1)OCCO2)C1c2ccccc2OCC(=O)N1C1CC1 (configuration not stated)
→ .	-1	1.9	-1%	-15%	-11%	6%	-5%
- COc1ccccc1C(=O)NC(=O)COC(=O)c1ccc(Cl)cc1[N+](=O)[O-]
→ 1%	1	-3.3	4%	-1%	-2%	2%	6%
- Cc1cc(C)c2c(n1)nn1c(NCCCN(C)C)cc(C)nc21
→ -5%	.	-0.1	3%	-3%	-4%	6%	7%
- CC(=O)Nc1cc(NC(C)=O)cc(C(=O)OCC(=O)N(c2ccccc2)C2CCS(=O)(=O)C2)c1 (configuration not stated)
→ 0%	-20	1.1	-17%	2%	3%	-13%	-9%[11.6 µM]

Compound profiles, from the list above. Screens in order: MmCpn inh, PI5P4Ka inh, CCT modulator, EPAC2 antag, EPAC1 antag, PLK1 PBD inh, EPAC1 ag, WRN inhibitor
CCN(CCO)C(=S)Nc1cc(S(=O)(=O)N(C)C)ccc1C is listed with -1%, -4, -0.9, 7%, 4%, -5%, -1%, 2%
COc1ccccc1C(=O)NC(=O)COC(=O)c1ccc(Cl)cc1[N+](=O)[O-] is listed with 1%, 1, -3.3, 4%, -1%, -2%, 2%, 6%
COc1ccc(C(=O)N/C(=C\c2cccc([N+](=O)[O-])c2)C(=O)Nc2cccc(C(=O)O)c2)cc1 is listed with -2%, -4, -3.0, -4%, -4%, -3%, 3%, -10%[57.1 µM]

(listing goes on)
Results follow in this order: MmCpn inh	PI5P4Ka inh	CCT modulator	EPAC2 antag	EPAC1 antag	PLK1 PBD inh	EPAC1 ag	WRN inhibitor
- O=C1Nc2ccc(Br)cc2C1(O)c1ccccc1 (configuration not stated)
→ 1%	14	2.2	-3%	5%	6%	-8%	0%
- CC(OC(=O)Cc1ccc(F)cc1)C(=O)N1CCc2ccccc21 (configuration not stated)
→ -1%	2	-0.5	2%	-5%	-1%	-3%	2%
- O=C(CCc1nc(-c2ccccc2F)no1)NC1CCN(Cc2ccccc2)CC1
→ 0%	2	-3.0	-1%	16%	0%	0%	-8%
- CC(C)(C)NS(=O)(=O)c1ccc(N2C(=O)c3ccccc3C2=O)cc1
→ 0%	-3	-4.1	-9%	2%	-8%	5%	-1%
- C[C@@H]1CN([C@@H](C)CO)C(=O)Cc2cc(NS(=O)(=O)c3ccccc3)ccc2O[C@H]1CN(C)S(C)(=O)=O
→ -1%	0	-3.7	-2%	-17%	-14%	-12%	-2%
- COCC(=O)Nc1nc2ccccc2s1
→ .	0	0.8	10%	3%	-3%	3%	1%
- COc1ccccc1N1CCN(S(=O)(=O)Cc2ccccc2Cl)CC1
→ .	.	1.3	-4%	7%	-5%	11%	-5%[57.1 µM]
- O=C(NC(=S)NC12CC3CC(CC(C3)C1)C2)c1ccc(F)cc1
→ 0%	28	-2.9	-12%	-17%	-12%	15%	-8%
- COc1cc2c(cc1NC(=O)COc1ccccc1OC)oc1ccccc12
→ -1%	.	-0.9	15%	-1%	1%	-8%	6%
- O=C(CCN1C(=O)C2CCCCC2C1=O)Nc1nc2ccc(F)cc2s1 (configuration not stated)
→ -6%	-8	-0.3	-2%	4%	-8%	5%	0%
- COc1c2occc2c(OC)c2c(=O)cc(C(F)(F)F)oc12
→ 1%	3	0.0	1%	3%	0%	6%	-6%
- O=C(N/N=C1\CC(c2ccccc2)Oc2ccccc21)c1ccc(O)cc1 (configuration not stated)
→ 0%	-29	-1.7	-25%	?	-3%	20%	-9%[57.1 µM]
- COc1ccccc1Nc1nc(N)nc(CN2CCOCC2)n1
→ 0%	0	0.3	3%	-5%	-1%	-2%	4%
- CC(C)C(=O)Nc1ccc(C(=O)Nc2ccc(Br)cc2F)cc1
→ 3%	2	0.4	-1%	-8%	4%	-4%	2%
- CCCn1nnc(NC(=O)c2ccc(OC)cc2)n1
→ 0%	-3	-2.2	12%	3%	-4%	-2%	12%
- Cc1cccc(C)c1OCc1cc(C(=O)NCC2CC2)no1
→ 2%	3	-0.3	3%	-4%	4%	6%	-8%
- C=CCn1c(CSc2nc3ccccc3s2)nnc1SCC(=O)NCc1ccco1
→ -1%	.	-1.1	4%	4%	-20%	-4%	-34%
- COc1cc(CNc2ccc3[nH]c(=O)[nH]c3c2)ccc1OCc1ccccc1
→ -1%	2	-2.6	-7%	-7%	-2%	3%	4%
- CN(C(=O)c1cccc(NC(=O)Cc2ccc(NC(=O)C3CCN(C(=O)CCc4ccccc4)CC3)cc2)c1)C1CCCCC1
→ .	-3	-1.3	0%	13%	-4%	-21%	-5%
- Cc1cc(C(=O)N2CCc3c([nH]c4ccccc34)C2c2cccc(Cl)c2)nn1C (configuration not stated)
→ -21%	-4	-2.4	-7%	0%	6%	-7%	-8%
- COc1ccc(S(=O)(=O)Cc2ccc(C(=O)N3CCN(c4cc(C)ccc4C)CC3)o2)cc1
→ 2%	8	2.0	?	-2%	2%	1%	-12%
- O=C(O)C1=C[C@@H](c2ccc3c(c2)OCO3)C[C@@H](OCc2ccc(CO)cc2)O1
→ .	-5	0.7	1%	-5%	-11%	-6%	-3%
- Cc1cccc(C)c1OCC(=O)NNC(=O)Nc1ccc(Cl)cc1
→ 2%	.	-1.1	-4%	-7%	-4%	7%	-13%
- O=C1CCC(C(=O)Nc2ccc(OC(F)F)cc2)N1 (configuration not stated)
→ -2%	-5	1.3	13%	-2%	0%	-9%	9%

5 entries out of the list above, arranged by the value under EPAC2 antag, descending:
Structure,MmCpn inh,PI5P4Ka inh,CCT modulator,EPAC2 antag,EPAC1 antag,PLK1 PBD inh,WRN inhibitor
COc1cc(C2c3c([nH]c(=O)[nH]c3=O)Nc3ccc4ccccc4c32)cc(OC)c1OC (configuration not stated),1%,-21,-4.5,3%,-22%,?,20µM*
CC(OC(=O)Cc1ccc(F)cc1)C(=O)N1CCc2ccccc21 (configuration not stated),-1%,2,-0.5,2%,-5%,-1%,2%
CC(C)C(=O)Nc1ccc(C(=O)Nc2ccc(Br)cc2F)cc1,3%,2,0.4,-1%,-8%,4%,2%
COc1ccccc1N1CCN(S(=O)(=O)Cc2ccccc2Cl)CC1,.,.,1.3,-4%,7%,-5%,-5%[57.1 µM]
Cc1cc(C(=O)N2CCc3c([nH]c4ccccc34)C2c2cccc(Cl)c2)nn1C (configuration not stated),-21%,-4,-2.4,-7%,0%,6%,-8%

The list is partial; rates above refer to the full screens.
